Screening data: PubChem BioAssay, National Center for Advancing Translational Sciences (NCATS)
AmpC no deterg – inhibitors of E. coli AmpC beta-lactamase without detergent | actives 0.52% (n = 330,000) | P00811 | AmpC nitrocefin hydrolysis, absorbance 480 nm, 0.0001% Triton | Potency, µM (top dose mostly 57.1 µM), for the others: at the top dose activity change, negative = inhibition, hits mostly inhibitors;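 further: potency means the concentration at half of the fitted maximal effect; plate controls were no compound for no effect and no enzyme for full effect; nearly all actives have a fitted effect of over 20% in size; some results filed as inactive show a strong effect at the top dose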
Target sequence (P00811 whole entry, looked up): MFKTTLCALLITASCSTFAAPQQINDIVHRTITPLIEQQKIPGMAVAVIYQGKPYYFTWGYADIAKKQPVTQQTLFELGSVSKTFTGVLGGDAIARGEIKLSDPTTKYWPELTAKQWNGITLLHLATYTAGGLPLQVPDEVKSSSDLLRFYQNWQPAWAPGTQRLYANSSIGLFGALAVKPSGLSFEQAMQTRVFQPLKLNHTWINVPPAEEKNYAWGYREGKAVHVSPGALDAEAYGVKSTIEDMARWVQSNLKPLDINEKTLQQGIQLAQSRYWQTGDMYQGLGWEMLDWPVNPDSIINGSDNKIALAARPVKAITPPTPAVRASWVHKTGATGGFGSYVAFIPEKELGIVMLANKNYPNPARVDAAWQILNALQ
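AmpC (5.3 nM in the dispensed reagent) in 20 mM phosphate pH 7.0 with 0.01% (detergent screen) or 0.0001% Triton X-100 was preincubated with compounds for 15 min at room temperature. Nitrocefin was then added from an 800 uM solution, and hydrolysis was followed at 480 nm.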
AmpC inh detg – inhibitors of E. coli AmpC beta-lactamase with detergent | P00811 | AmpC hydrolysis of nitrocefin, absorbance 480 nm, 0.01% Triton | Potency, µM (highest dose often 114 µM), for the others: at the top dose activity change, negative = inhibition, usual class: inhibitors | actives 0.041% (n = 370,000) | AID 485294;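 further: potency means the concentration at half of the fitted maximal effect; 0% = no-compound wells and -100% = no-enzyme wells; nearly all actives have a fitted effect of over 25% in size; some results filed as inactive show a strong effect at the top dose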
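AmpC (5.3 nM in the dispensed reagent) in 20 mM phosphate pH 7.0 with 0.01% (detergent screen) or 0.0001% Triton X-100 was preincubated with compounds for 15 min at room temperature. Nitrocefin was then added from an 800 uM solution, and hydrolysis was followed at 480 nm.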
HCMV inh – blocks human cytomegalovirus replication. HFF cells, HCMV-luciferase reporter, 72 h; active compounds read low. activity change, negative = inhibition, % at 57.5 µM. actives 4.5% (n = 410,000). AID 1259415; in the data active means activity change below about -60%; inconclusive means no clear call, values can overlap the other calls; inactive means above about -39%
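Two-dose cell screen: HFF monolayers treated with compounds and infected with luciferase-expressing HCMV at 1 PFU/cell, 72 h at 37C, then lysed for luciferase measurement.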
Giardia FBPA inh – blocks Giardia fructose-bisphosphate aldolase activity; A8B2U2; actives 0.71% (n = 290,000); purified Giardia FBPA; Potency, µM (series often up to 59.6 µM), for the others: at the top dose activity, negative = inhibition, most hits filed as inhibitors; further: potency means the concentration at half of the fitted maximal effect; nearly all actives have a fitted effect of over 55% in size
Target sequence (A8B2U2 whole entry, looked up): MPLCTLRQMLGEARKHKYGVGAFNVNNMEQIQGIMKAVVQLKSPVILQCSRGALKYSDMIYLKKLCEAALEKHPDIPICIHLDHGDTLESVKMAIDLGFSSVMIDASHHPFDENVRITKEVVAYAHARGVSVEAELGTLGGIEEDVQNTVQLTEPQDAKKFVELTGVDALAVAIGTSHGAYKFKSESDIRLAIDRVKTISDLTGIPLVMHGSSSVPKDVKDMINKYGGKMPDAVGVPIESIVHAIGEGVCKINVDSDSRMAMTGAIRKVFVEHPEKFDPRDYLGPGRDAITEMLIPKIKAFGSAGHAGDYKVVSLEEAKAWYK
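40 nM FBPA preincubated 10 min at RT with compound (up to 57.5 uM final), then substrate plus GAPDH/TPI/NAD/arsenate coupling and diaphorase/resazurin added. Fluorescence read after 20 min at RT, 525/598 nm.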
AMA1 RON2 block – AMA1-RON2 (P. falciparum) interaction inhibition | AlphaScreen AMA1-biotinylated RON2 peptide binding | Potency, µM (doses to about 58.2 µM), without a hit: top-dose activity change, negative = inhibition, usual class: inhibitors | actives 0.2% (n = 360,000) | AID 720542;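 further: potency means the concentration at half of the fitted maximal effect; 0% = vehicle wells and -100% = peptide control; nearly all actives have a fitted effect of over 45% in size; some results filed as inactive show a strong effect at the top dose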
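AMA1 (3D7) with his tag at 25 nM final met compounds first, then biotinylated RON2 peptide at 25 nM; detection used donor plus acceptor beads, 10 µg/mL apiece, read by AlphaScreen after 30 min at room temperature.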
Sm TGR block – S. mansoni TGR enzyme inhibition; purified TGR, DTNB reduction, TNB absorbance 405 nm; Q962Y6; Potency, µM (doses to about 114 µM), without a hit: at the highest dose activity change, negative = inhibition, hits mostly inhibitors; actives 3% (n = 360,000); further: potency means the concentration at half of the fitted maximal effect; nearly all actives have a fitted effect of over 60% in size
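First, TGR (20 nM dispensed) and NADPH were mixed with compound. Second, a 15 min room-temperature incubation followed. Third, further NADPH and then DTNB were added to start the reaction. Finally, TNB absorbance was monitored kinetically.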
The depositor's hits bear a star; u = inconclusive; x = no result given; & = joins results of further samples; [ ] = another dose, or the depositor's remark. Unless noted, the call rests on the fitted dose curve; in most records, active means well fitted curve in the direction sought with a large enough effect; inconclusive means small, poorly fitted or top-dose-only effect, or another doubt; inactive means no such curve, though single readings can be large; an effect the other way counts as inactive or inconclusive. Unless noted, on the % scale 0 is the no-effect control and ±100 the full control effect. An unsorted share of the library; 7.8% or so of the library scored in one or more.

SMILES | AmpC no deterg | AmpC inh detg | HCMV inh | Giardia FBPA inh | AMA1 RON2 block | Sm TGR block
Cc1ccc(OCCCC(=O)N2CCOCC2)c(C)c1 | 35% | -4% | 59 | 1% | -13% | 4%
CC(=O)NC1=NC(=O)CS1 | -2% | 6% | 25 | -2% | 17% | 6%
Cc1nc(N2CCNCC2)c2c3c(sc2n1)CCCC3 | -8% | -4% | x | -24% | 8% | u
COc1cccc(-c2nc(NCCN3CCOCC3)c3ccccc3n2)c1O | 116%[activator] | 0% | 14 | 3% | -12% | 9%
Cc1cc(C)c(C(=O)COC(=O)c2cccnc2Cl)c(C)c1 | -6% | -12% | 18 | -1% | 10% | 17%
CS(=O)(=O)N(CCC#N)Cc1ccc(C=O)o1 | 1% | 3% | -14 | 2% | -2% | -15%
CCCN(C(=O)c1nc2nccc(C)n2n1)c1c(N)n(Cc2ccccc2)c(=O)[nH]c1=O | -17% | u | -10 | x | 15% | -8%
COc1ccc(CNC(=O)Cn2nc(Cc3cccnc3)c3ccccc3c2=O)cc1 | -5% | u | 69 | 3% | -6% | 3%
CCOC(=O)C1(CCc2ccccc2)CCN(C(=O)C(C)n2cncn2)CC1 (stereo not drawn) | 94%[activator] | 4% | 0 | 4% | 4% | 0%
Cc1nn(-c2ccccc2)c(C)c1C1C(C#N)=C(N)Oc2n[nH]c(C)c21 (stereo not drawn) | -23% | 9% | 22 | u | 9% | -6%
COc1ccc(-c2c(C)nn3c(N4CCC(C(=O)N5CCCCC5)CC4)cc(C)nc23)cc1OC | -7% | 8% | -10 | 5% | 2% | 4%
CCOC(=O)C(CN1CCCC1)c1ccccc1 (stereo not drawn) | -11% | u | -24 | x | 5% | 0%
CSc1nc(=O)c2c(n1C)NC(=O)CC2c1cc(F)cc(F)c1 (stereo not drawn) | x | 2% | -1 | x | x | 3%
COc1ccc(OC)c(C2C(C(=O)Nc3nc4ccccc4s3)=C(C)NC3=C2C(=O)CCC3)c1 (stereo not drawn) | 22% | u | 5 | x | 10% | -2%
CS(=O)(=O)Nc1ccc(C2=NN(C(=O)c3ccco3)C(c3ccc(F)cc3)C2)cc1 (stereo not drawn) | -22% | -3% | -4 | -18% | 24% | -31%

Continued, overlapping the part above by 3 compounds.
SMILES | AmpC no deterg | AmpC inh detg | HCMV inh | Giardia FBPA inh | AMA1 RON2 block | Sm TGR block
CSc1nc(=O)c2c(n1C)NC(=O)CC2c1cc(F)cc(F)c1 (stereo not drawn) | x | 2% | -1 | x | x | 3%
COc1ccc(OC)c(C2C(C(=O)Nc3nc4ccccc4s3)=C(C)NC3=C2C(=O)CCC3)c1 (stereo not drawn) | 22% | u | 5 | x | 10% | -2%
CS(=O)(=O)Nc1ccc(C2=NN(C(=O)c3ccco3)C(c3ccc(F)cc3)C2)cc1 (stereo not drawn) | -22% | -3% | -4 | -18% | 24% | -31%
CC1Cn2c(nnc2-c2ccccc2O)S1 (stereo not drawn) | -16% | u | 0 | 13% | 132%[activator] | 5%
O=C(CN1CCOCC1)Nc1c(C(=O)C2CC2)oc2ccccc12 | 81%[activator] | 7% | 20 | 9% | -1% | 13%
COC(=O)CC1COc2ccccc2N1C(=O)c1cc(OC)c(OC)c(OC)c1 (stereo not drawn) | 31% | -2% | -21 | 3% | -6% | 7%
CCOc1cccc2c1OC1(C)CC2NC(=O)N1c1cccc(F)c1 (stereo not drawn) | -8% | 2% | -24 | 4% | 9% | 11%
COc1ccc(C2/C=C\CN(C(=O)C3CC3)CC(=O)N2Cc2ccc(F)cc2)cc1 (stereo not drawn) | 37% | -2% | -6 | -2%&6% | 1% | -2%
Cc1ccc(NC(=S)NN(C)c2nc(C)cnc2C)cc1 | -20% | -3% | 8 | -12% | 12% | -4%
Cc1ccc(C)c(Cc2c(C)nc3c(C(=O)N4CCOCC4)cnn3c2C)c1 | 115%[activator] | -3% | 0 | -3% | 16% | 0%
CN1C(=O)[C@H]2[C@@H](/C=C/c3ccccc3)N3C(=O)CN(Cc4ccc(-c5ccccc5)cc4)C(=O)[C@@]3(Cc3ccccc3)[C@H]2C1=O | 43% | -9% | 26 | -9% | u | 17%
COc1cccc(CC(=O)Nc2c(C(=O)N3CCN(c4ccccc4)CC3)oc3ccccc23)c1 | x | -7% | -10 | x | x | 7%
Cn1cnc([N+](=O)[O-])c1Sc1ncnc2nc[nH]c12 | -6% | 4% | 0 | 2% | 9% | 10µM*
CC(=O)OCC1=C(C(=O)O)N2C(=O)C(NC(=O)CCn3nc(C(F)(F)F)c(Br)c3C3CC3)C2SC1 (stereo not drawn) | -14% | 1% | 76 | 13% | 14% | 22µM*
Cc1cccc(-c2nsc(SCC(=O)NCc3ccc4c(c3)OCO4)n2)c1 | -45% | u | -29 | 6% | -1% | -17%
CC(Sc1nc2ccccc2[nH]1)C(=O)Nc1ccccc1F (stereo not drawn) | -23% | -18% | -73* | -8% | -15% | 5%
O=C(NCc1ccccc1F)c1cccs1 | -15% | -12% | -6 | -14% | 4% | 1%
COc1ccc(-c2nc3c4ccccc4ccn3c2C=O)cc1 | -12% | -4% | 2 | 0% | 2% | 10%[57.1 µM]
Cc1nnc(SCC(=O)Nc2ccc3c(c2)COC3=O)n1-c1ccccc1 | -17% | u | 8 | 4% | 4% | -7%
COc1ccc(-n2nc3ccc(NC(=O)c4cccc(OCCC(C)C)c4)cc3n2)cc1 | x | 14% | -3 | x | x | 5%
CCCCn1c(=O)[nH]c(=O)c2c1nc(-c1ccc(C(F)(F)F)cc1)n2C | -14% | -1% | 11 | 6% | -2% | 15%
COc1ccccc1NC(=O)c1nnn(-c2ccc(F)cc2)c1C | x | 10% | 8 | x | x | 8%
O=S1(=O)CCN(C(CCO)c2cccc(C(F)(F)F)c2)CC1 (stereo not drawn) | -6% | -2% | 27 | 2% | -1% | 1%
O=C(NNS(=O)(=O)c1ccc(F)cc1)c1ccc2c(c1)OCO2 | -9% | 10% | 14 | 3% | 0% | 4%
OC1(c2ccc(Cl)c(Cl)c2)C[n+]2ccccc2N1Cc1ccccc1 (stereo not drawn) | 30% | 3% | u | 1% | 9% | -18%
COc1ccc(N2CCN(C(=O)c3ccc(N4C(=O)NC5CC4(C)Oc4ccccc45)cc3)CC2)cc1 (stereo not drawn) | 172%[activator] | u | -11 | -5% | -15% | -30%
O=C(Cn1nnc2ccccc2c1=O)Nc1ccc2c(c1)CCC2 | -20% | u | 85 | 2% | -4% | -31%
CC1=C(C(=O)OC(C)C)C(c2cccs2)NC(=O)N1 (stereo not drawn) | 0% | -15% | -28 | -1% | 0% | 2%
Cc1ccc(NC(=O)N2CCC(O)(c3ccc(Cl)cc3)CC2)cc1 | 5% | -13% | 53 | 5% | 16% | 13%
O=C(CNS(=O)(=O)c1ccc(Cl)c(C(F)(F)F)c1)NC1CCCCC1 | -12% | 2% | 0 | x | 7% | -22%
Cc1cn2c(=O)c(C(=O)NCc3ccc4c(c3)OCO4)cnc2s1 | -21% | -6% | -37 | x | -11% | 7%
CC1CCCCC1NC(=O)c1cc(=O)[nH]c2ccccc12 (stereo not drawn) | -1% | -17% | 2 | x | 0% | -6%
COC(=O)c1ccc(CO/N=C/c2cccc([N+](=O)[O-])c2)cc1 | -1% | 1% | -13 | 2% | -3% | -9%
CCc1ccc(OCC(=O)N/N=C/c2cc([N+](=O)[O-])ccc2N2CCOCC2)cc1 | 21% | u | -25 | u | -5% | 5%
O=C(Nc1sc2c(c1C(=O)NCCO)CCCC2)c1ccco1 | -8% | -1% | -30 | 19% | 10% | -5%
CC(C(=O)Nc1ccc(Cl)cc1)N1C(=O)NC2(CCCC2)C1=O (stereo not drawn) | -5% | -11% | -37 | 2% | -11% | 0%
Oc1ccc(-c2cnns2)c(O)c1 | 2% | 1% | u | -8% | 16% | 79µM*
Nc1nc(SCC(=O)N2CCCCC2)[nH]c(=O)c1NC(=O)c1cccs1 | -17% | -3% | -10 | 0% | 1% | -3%
CCCN1CC(C)C(OC(C)=O)(c2ccccc2)CC1C (stereo not drawn) | -21% | -11% | -22 | -9% | 10% | -2%
Cn1cnc(S(=O)(=O)Nc2ccc(OC(F)(F)F)cc2)c1 | -2% | 1% | 8 | 1% | 8% | 1%
CCn1cc(C(=O)O)c(=O)c2cc(F)c(N/N=C/c3ccccc3)cc21 | -26% | 1% | u | 12% | 41%[activator] | -1%
Cc1c(O)ccc(/C(Cc2ccc3ccccc3n2)=N\N)c1O | -54% | 3% | 0 | -8% | 65%[activator] | -15%
CCOc1ccc2nc(SCC(=O)NCc3ccc(S(N)(=O)=O)cc3)sc2c1 | -49% | 0% | -35 | -6% | 4% | -11%
Cc1nn(Cc2c(Cl)cccc2Cl)c(Cl)c1/C=N/NC(=O)c1cccnc1 | -14% | u | 8 | -1% | 4% | -5%
O=S(=O)(N1CCOCC1)N1CCCN(S(=O)(=O)N2CCOCC2)CC1 | -19% | -3% | -30 | 3% | 17% | 4%
COc1ccccc1C(=O)N(Cc1ccco1)C1CCS(=O)(=O)C1 (stereo not drawn) | -21% | -5% | 22 | 5% | 5% | 35µM*
O=C(NCc1ccccc1Br)c1ccc2nc(N3CCCCC3)sc2c1 | x | -6% | 31 | x | x | 25%

Sorted by SMILES length (largest number first): some entries from above.
SMILES | AmpC no deterg | AmpC inh detg | HCMV inh | Giardia FBPA inh | AMA1 RON2 block | Sm TGR block
COc1ccc(N2CCN(C(=O)c3ccc(N4C(=O)NC5CC4(C)Oc4ccccc45)cc3)CC2)cc1 (stereo not drawn) | 172%[activator] | u | -11 | -5% | -15% | -30%
COc1cccc(CC(=O)Nc2c(C(=O)N3CCN(c4ccccc4)CC3)oc3ccccc23)c1 | x | -7% | -10 | x | x | 7%
Cc1nn(Cc2c(Cl)cccc2Cl)c(Cl)c1/C=N/NC(=O)c1cccnc1 | -14% | u | 8 | -1% | 4% | -5%
Cc1ccc(NC(=O)N2CCC(O)(c3ccc(Cl)cc3)CC2)cc1 | 5% | -13% | 53 | 5% | 16% | 13%
COc1ccc(-c2nc3c4ccccc4ccn3c2C=O)cc1 | -12% | -4% | 2 | 0% | 2% | 10%[57.1 µM]
CC1Cn2c(nnc2-c2ccccc2O)S1 (stereo not drawn) | -16% | u | 0 | 13% | 132%[activator] | 5%
O=C(NCc1ccccc1F)c1cccs1 | -15% | -12% | -6 | -14% | 4% | 1%
